# Screening data: PubChem, several laboratories
# MrgX1 antag: antagonists of human MrgX1 receptor, primary screen, HEK293 cells, Fluo-4 calcium flux; Mas-related G-protein coupled receptor member X1 (Homo sapiens), Q96LB2; B-score at 10 µM; BAM8-22 antagonism; active compounds read low; AID 588676, 2011; actives 1.3% (n = 310,000);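 active means calcium-response B-score plate-corrected more than 3 library SD below zero, starting fluorescence within 5 deviations, no agonist response on first addition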;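 further: peak minus trough fluorescence over baseline after final BAM8-22 challenge near maximal dose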
# TRPC6 activator: mouse TRPC6 channel activators, primary screen, cell-based, HEK293, membrane potential dye. actives 0.13% (n = 310,000). B-score at 10 µM. HEK293-TRPC6 membrane potential dye fluorescence; active compounds read high;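 active means B-score of the integrated fluorescence ratio above library mean plus 3 SD, and starting fluorescence ratio within library mean plus 5 SD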;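 further: higher score means more depolarization so channel activation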
# Target sequence (Q61143 whole entry, looked up): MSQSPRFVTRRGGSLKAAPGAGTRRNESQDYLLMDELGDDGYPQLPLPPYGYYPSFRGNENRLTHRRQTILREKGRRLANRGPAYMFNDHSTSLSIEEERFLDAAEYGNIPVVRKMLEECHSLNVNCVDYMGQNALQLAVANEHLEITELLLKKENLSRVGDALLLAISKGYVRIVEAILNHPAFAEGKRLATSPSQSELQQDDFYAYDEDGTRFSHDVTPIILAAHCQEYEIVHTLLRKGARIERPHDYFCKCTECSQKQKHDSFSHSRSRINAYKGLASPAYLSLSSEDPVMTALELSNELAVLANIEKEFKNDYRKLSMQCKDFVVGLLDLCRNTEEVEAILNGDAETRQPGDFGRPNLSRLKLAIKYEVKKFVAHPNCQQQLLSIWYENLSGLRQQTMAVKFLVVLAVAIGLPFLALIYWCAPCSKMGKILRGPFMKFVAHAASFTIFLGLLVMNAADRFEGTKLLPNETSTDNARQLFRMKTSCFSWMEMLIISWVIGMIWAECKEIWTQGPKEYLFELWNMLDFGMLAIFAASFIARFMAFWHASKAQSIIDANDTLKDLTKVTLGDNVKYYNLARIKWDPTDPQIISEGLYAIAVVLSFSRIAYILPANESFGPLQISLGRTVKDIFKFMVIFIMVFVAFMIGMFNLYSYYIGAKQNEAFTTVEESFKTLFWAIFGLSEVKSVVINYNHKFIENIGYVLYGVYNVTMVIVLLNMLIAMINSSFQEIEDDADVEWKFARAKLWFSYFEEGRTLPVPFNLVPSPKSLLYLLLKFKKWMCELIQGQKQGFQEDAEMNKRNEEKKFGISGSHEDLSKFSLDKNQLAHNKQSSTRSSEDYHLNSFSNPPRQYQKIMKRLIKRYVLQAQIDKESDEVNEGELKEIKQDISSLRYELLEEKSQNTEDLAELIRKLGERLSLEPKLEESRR
# TRPC6 inh: mouse TRPC6 channel inhibitors, primary screen, cell-based, HEK293, membrane potential dye; B-score at 10 µM; ACh-evoked depolarization; active compounds read low; actives 1.1% (n = 310,000); AID 2553, 2010;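 active means B-score under library mean minus 3 SD, initial fluorescence not abnormally high, positive integrated signal ratio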;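 further: B-score derived from integrated fluorescence ratio over the kinetic read; more negative B-score means stronger inhibition of depolarization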
# MrgX1 allo act: positive allosteric modulators of MrgX1, primary screen, HEK293 cells, Fluo-4 calcium flux; actives 0.63% (n = 310,000); Mas-related G-protein coupled receptor member X1 (Homo sapiens), Q96LB2; B-score at 10 µM; FDSS; active compounds read high;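 active means plate-corrected calcium response at least 3 library SD above typical, normal starting fluorescence, not activating the receptor alone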;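 further: compound read alongside a low EC10 to EC30 dose of BAM8-22 agonist; peak minus trough fluorescence over baseline measured at the second addition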
# TRPC4 inh: inhibitors of mouse TRPC4 channel, primary screen, Fluo4 calcium, HEK293 TRPC4beta/mu-opioid cells; Short transient receptor potential channel 4 (Mus musculus), Q9QUQ5; DAMGO-evoked Fluo4 calcium flux; active compounds read low; B-score at 10 µM; actives 0.39% (n = 300,000); AID 2247, 2010;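 active means B-score over 3 SD under the library average, no early fluorescence shift, positive overall ratio signal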
#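 Assay system: HEK293 cells with stable TRPC4beta plus mu-opioid receptor expression; Probe or stimulus: DAMGO in two steps, submaximal then maximal; Dosing: single-point compound dosing; Measured by: Fluo4 calcium-dye fluorescence, kinetic read; Read-out basis: B score from integrated Fluo4 fluorescence ratio.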
# TRPC4 potent: positive allosteric modulators of TRPC4, primary screen, cell-based, mouse TRPC4beta, HEK293 mu-opioid, Fluo-4 calcium. B-score at 10 µM. actives 0.42% (n = 310,000). AID 2227, 2009. DAMGO EC20, Fluo-4 Ca2+ flux; active compounds read high;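 active means B-score of calcium response area above 5 SD of library B-scores, with initial fluorescence ratio within 5 SD of library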;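 further: B-score of integrated fluorescence ratio over time as area under calcium response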
# AI-2 QS modul: Vibrio harveyi AI-2 quorum sensing modulators, primary screen, JMH597 strain, luminescence/OD600 ratio; Vibrio harveyi JMH597 AI-2 luminescence/OD600 ratio, 9 h; active compounds read low; strain lacks LuxN and CqsS sensors; 0 = neutral-control median; activity change, % at 7.5 µM; actives 0.4% (n = 300,000); AID 2094, 2009; in the data active means activity change below about -75%, passing the limit was not always enough;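 further: luminescence divided by OD600 gain over 9 h not by final OD600 alone; inactives centre near 13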
# HIF act: HIF pathway transcriptional activators, primary screen, cell-based, U2OS HRE-luciferase, luminescence; activation, % at 7.5 µM (by protocol); U2OS HRE-luciferase reporter; normalized: DMSO 0%, desferrioxamine 100%; actives 0.32% (n = 300,000);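 active means mean activation of at least 10% of the iron chelator positive control signal, with at least half of replicates also reaching 10%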
# TRPC4 act: activators of mouse TRPC4 channel, primary screen, Fluo4 calcium, HEK293 TRPC4beta/mu-opioid cells | Short transient receptor potential channel 4 (Mus musculus), Q9QUQ5 | Fluo4 calcium fluorescence; active compounds read high | B-score at 10 µM | actives 0.49% (n = 310,000);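 active means B-score above 5 SD of library B-scores, and initial fluorescence ratio not above library mean plus 5 SD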;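 further: positive B-score marks a calcium rise read as TRPC4 activation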
#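 Material: TRPC4beta and mu-opioid receptor HEK293 stable cells | Incubation: 45 min room-temperature Fluo4 loading, 110 s read | Detection: Kinetic Fluo4 calcium fluorescence | Measure: Integrated baseline-normalised fluorescence ratio, converted to per-well B score | Benchmarks: Low control buffer alone, high control maximal DAMGO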
# PolyA inh: polyadenylation inhibitors in yeast reporter cells, primary screen, luminescence, S. cerevisiae | S. cerevisiae SKY197-pL101 polyadenylation reporter, beta-gal luminescence; efflux-impaired pdr1/pdr3 knockout yeast; score 100 = 6 SD above DMSO | calls only at 12 µM | actives 0.02% (n = 300,000);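 active means lowest replicate activity score at least 50, where 100 means six control SD above control mean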;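 further: yeast exposed to compound for 9 h at 30 °C; higher score means more reporter readthrough which indicates perturbed polyadenylation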
# MrgX1 ag: agonists of human MrgX1 receptor, primary screen, HEK293 cells, Fluo-4 calcium flux. Fluo-4 calcium fluorescence, agonist mode; active compounds read high. B-score at 10 µM. actives 0.44% (n = 310,000);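 active means calcium response B-score plate-corrected fluorescence ratio at least 3 library SD, with starting fluorescence B-score inside 5 SD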
#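 Assay system: MrgX1-expressing HEK293 cells / Amount: fifteen thousand cells per well / Doses: test compound in the initial addition of three / Timing: cells plated overnight, dye loaded 0.5 h 37 °C, 0.5 h room temperature / Technique: kinetic calcium dye fluorescence, Fluo-4 NW / Control set: positive and negative controls per plate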
# Starred values were filed as active, the others as inactive; i = inactive; nt = no result given. Only part of the results is shown, so the mix of outcomes need not match the whole.
SMILES,MrgX1 antag,TRPC6 activator,TRPC6 inh,MrgX1 allo act,TRPC4 inh,TRPC4 potent,AI-2 QS modul,HIF act,TRPC4 act,PolyA inh,MrgX1 ag
CCC(=O)N1CCN(c2ccccc2NC(=O)c2cccs2)CC1,i,i,i,i,i,i,24,-0.4,i,i,i
CCCC1CCC(C(=O)Nn2c(C)nc3ccccc3c2=O)CC1 (stereo not drawn),i,i,i,i,i,i,3,nt,i,i,i
c1cncc(CNc2c3c(nc4nnnn24)CCCC3)c1,i,i,i,i,i,i,17,1.8,i,i,i
O=C1c2cccc3cccc(c23)C(=O)N1CC1CCN(S(=O)(=O)c2ccc(F)cc2)CC1,i,i,i,i,i,i,26,0.1,i,i,i
O=C(CSc1nnc2sc3ccccc3n12)N1CCN(c2ccccc2)CC1,i,i,i,i,nt,i,8,0.1,i,i,i
CCOC(=O)c1c(S(=O)(=O)N2CCN(C3CCCCC3)CC2)c(C)n(C)c1C,i,i,i,i,i,i,10,-0.4,i,i,i
O=C(O)C1CCN(S(=O)(=O)Cc2ccccc2)CC1,i,i,i,i,i,i,9,-0.3,i,i,i
COC(=O)c1cc2c(s1)-c1cc(F)ccc1OC2,i,i,i,i,i,i,-3,0.2,i,i,i
CCCCn1c(=NC(C)=O)c(C#N)cc2c(=O)n3cccc(C)c3nc21,i,i,i,i,i,i,14,-0.3,i,i,i
Cc1cc(C)cc(N(C(=O)Cn2nnc(-c3ccccc3)n2)C(C(=O)NC2CCCCC2)c2ccccn2)c1 (stereo not drawn),i,i,i,i,i,i,23,-0.4,i,nt,i
NC(=O)c1ccccc1OCC(=O)N1CCc2ccccc2C1,i,i,i,i,i,i,30,0.0,i,i,i
O=C(c1cc(-c2ccccc2)nc2ccccc12)N1CCCc2ccccc21,i,i,i,i,i,i,49,0.0,i,i,i
O=C(NCCc1ccccc1)c1cnn2c(C(F)F)cc(C3CC3)nc12,i,i,i,i,i,i,8,-0.7,i,i,i
CNC(=S)SCCOc1ccc(C)cc1,i,i,i,i,i,i,-9,0.4,i,i,i
O=C(CN1CCN(Cc2cccc(Cl)c2)C1=O)NCc1cccs1,i,i,i,i,i,i,27,-0.2,i,i,i
C/C(CC(=O)NCc1ccco1)=N\NC(=O)CC#N,i,i,i,i,i,i,6,-0.4,i,i,i
COc1ccc(NC(C)=O)cc1NC(=O)CCn1c(=O)sc2ccccc21,i,i,i,i,i,i,28,-0.1,i,i,i
CCOCCCNC(=S)NCCc1ccccc1,i,i,i,i,i,i,7,1.6,i,i,i
Cc1cc(O)c(C(C)C)cc1NC(=O)c1ccc(Cl)cc1,i,i,i,i,i,i,13,0.2,i,i,i
COc1cc(C(=O)NNC(=O)C2CCCC2)cc(OC)c1OC,i,i,i,i,i,i,25,-0.2,i,i,i

# Record cards, as listed above.
# `CNC(=S)SCCOc1ccc(C)cc1` across the screens: MrgX1 antag = i; TRPC6 activator = i; TRPC6 inh = i; MrgX1 allo act = i; TRPC4 inh = i; TRPC4 potent = i; AI-2 QS modul = -9; HIF act = 0.4; TRPC4 act = i; PolyA inh = i; MrgX1 ag = i
# `CCC(=O)N1CCN(c2ccccc2NC(=O)c2cccs2)CC1` across the screens: MrgX1 antag = i; TRPC6 activator = i; TRPC6 inh = i; MrgX1 allo act = i; TRPC4 inh = i; TRPC4 potent = i; AI-2 QS modul = 24; HIF act = -0.4; TRPC4 act = i; PolyA inh = i; MrgX1 ag = i
# `O=C1c2cccc3cccc(c23)C(=O)N1CC1CCN(S(=O)(=O)c2ccc(F)cc2)CC1` across the screens: MrgX1 antag = i; TRPC6 activator = i; TRPC6 inh = i; MrgX1 allo act = i; TRPC4 inh = i; TRPC4 potent = i; AI-2 QS modul = 26; HIF act = 0.1; TRPC4 act = i; PolyA inh = i; MrgX1 ag = i

# (continued)
SMILES,MrgX1 antag,TRPC6 activator,TRPC6 inh,MrgX1 allo act,TRPC4 inh,TRPC4 potent,AI-2 QS modul,HIF act,TRPC4 act,PolyA inh,MrgX1 ag
O=C(c1cc(Br)ccc1Cl)N1CCN(c2ccc(N3CCOCC3)nn2)CC1,i,i,i,i,i,i,12,0.3,i,i,i
Cc1ccc(NC(=O)CC2C(=O)NCCN2C(=O)c2ccc(F)cc2)cc1 (stereo not drawn),i,i,i,i,i,i,13,-0.3,i,i,i
Cc1ccccc1S(=O)(=O)N(CC(O)CN1CCCCC1)c1ccccc1 (stereo not drawn),i,i,i,i,i,i,-28,-0.4,i,i,i
CC(=O)Nc1ccc(N/C=C/C(=O)c2ccc(Br)cc2)cc1,i,i,i,i,i,i,9,0.6,i,i,i
CCOC(=O)N1CCN(S(=O)(=O)c2ccc(C(=O)Nc3sc4c(c3C(N)=O)CC(C)(C)NC4(C)C)cc2)CC1,i,i,i,i,i,i,-3,-0.8,i,i,i
CC(NC(=O)CN1CCN(Cc2ccc(Cl)cc2)C1=O)c1ccc2c(c1)OCCO2 (stereo not drawn),i,i,i,i,i,i,8,-0.5,i,i,i
CCn1cnc2sc(C(=O)O)c(C)c2c1=O,i,i,i,i,i,i,27,-20,i,i,i
O=C(Nc1ccc2c(c1)CCC2)c1cccs1,i,i,i,i,i,i,11,1.4,i,i,i
Cc1cc(C)c(C)c(S(=O)(=O)N2CCN(c3ccccn3)CC2)c1C,i,i,i,i,i,i,11,-0.1,i,i,i
CCN(CC)S(=O)(=O)c1ccc2oc(SCC3CN=C(c4ccc(OC)cc4)S3)nc2c1 (stereo not drawn),i,i,i,i,i,i,44,-1.0,i,i,i
Cc1cc(OCCN2CCCCCC2)ccc1[N+](=O)[O-],i,i,i,i,i,i,7,0.7,i,i,i
COC(=O)c1ccc(NC(=O)CSc2nc(=O)cc(N)n2-c2ccccc2)cc1,i,i,i,i,i,i,2,-0.3,i,i,i
O=C(COC(=O)CCNS(=O)(=O)c1ccc(Cl)cc1)NCc1ccco1,i,i,i,i,i,i,26,-1.4,i,i,i
CCCCCCCCCC[n+]1cccc2c3ccccc3ccc21,nt,i,i,nt,i,i,-40,-0.8,i,i,nt
CCN(CC)Cc1ccc(OC)c(Cl)c1,i,i,i,i,i,i,3,-0.9,i,i,i
COc1ccc(C(=O)Nc2ccccc2C(=O)N/N=C/c2cccc3ccccc23)cc1,i,i,i,i,i,i,24,1.5,i,i,i
Cc1ccc(C2NC(c3ccc(C)cc3)C([N+](=O)[O-])C(C)(C)C2[N+](=O)[O-])cc1 (stereo not drawn),i,i,i,i,i,i,33,0.0,i,i,i
COc1cc2sc(C)nc2c2ccccc12,i,i,i,i,i,i,20,0.4,i,i,i
COc1cc(C(=S)N2CCCC2)cc(OC)c1OC,i,i,i,i,i,i,31,0.8,i,i,i
Cc1ccc(NC(=S)N2CCN(Cc3ccc4c(c3)OCO4)CC2)c(C)c1,i,i,i,i,i,i,-2,0.7,i,i,i
Cc1ccc(NC(=O)CCC(=O)NCCO)cc1,i,i,i,i,i,i,22,0.4,i,i,i
Cc1ncc(CO)c(/C=N/NC(=O)c2ccccc2Br)c1O,i,i,i,i,i,i,13,-0.2,i,i,i
CCOC(=O)c1c(-c2ccccc2)csc1NC(=O)CSc1ccccc1,i,i,i,i,i,i,3,0.3,i,i,i
O=C(CSc1nnc(CNC(=O)c2ccco2)o1)Nc1cccc(C(F)(F)F)c1,i,i,i,i,i,i,10,-0.3,i,i,i
c1coc(-c2nnc3n2C2(CCCC2)Cc2ccccc2-3)c1,i,i,i,i,i,i,39,-0.4,i,i,i
O=[N+]([O-])c1cccc(C(=Nc2ccccc2Cl)NO)c1,i,i,i,i,i,i,-91*,-0.1,i,i,i
Cc1cc(Oc2ccc(Cl)cc2)nc(-c2ccccn2)n1,i,i,i,i,i,i,23,0.2,i,i,i
COc1ccccc1C(=O)NCCC(=O)N(C)CC(=O)Nc1ccc(C)cc1,-5.2*,i,i,i,i,i,1,0.2,i,i,i
CCNc1nc(NCC)nc(N(C)/N=C/c2ccco2)n1,i,i,i,i,i,i,1,-3.6,i,i,i
C=CCSC1=N/C(=C\c2ccc(C)o2)C(=O)S1,i,i,i,i,i,i,-4,0.0,i,i,i
O=C(OCc1cc(Cl)ccc1OC(F)F)c1ccc([N+](=O)[O-])o1,i,i,i,i,i,i,-99*,-0.5,i,i,i
CCn1nc(C)cc1-c1nnc(Sc2ncc([N+](=O)[O-])s2)n1C,i,i,i,i,i,i,-238*,1.2,i,i,38*
O=C(c1ccc(Cl)cc1[N+](=O)[O-])N1CCc2ccccc2C1,i,i,i,i,i,i,18,-0.3,i,i,i
O=C1CC(c2ccccc2)Sc2ccccc2N1 (stereo not drawn),i,i,i,i,i,i,21,1.4,i,i,i
COc1cc(CN2CCN(Cc3ccc4cc(F)ccc4n3)CC2CCO)cc(OC)c1 (stereo not drawn),i,i,i,i,i,i,-10,-0.1,i,i,i
COc1ccccc1N1CCN(C2CCCN(C(=O)Cn3cccn3)C2)CC1 (stereo not drawn),i,i,i,i,i,i,20,-0.8,i,i,i
Cc1[nH]c(=O)[nH]c(=O)c1S(=O)(=O)N1CCC(C(=O)N2CCN(c3cccc(C(F)(F)F)c3)CC2)CC1,i,i,i,i,i,i,13,0.1,i,i,i
Cc1ccn2c(NC(=O)c3ccco3)c(-c3ccccc3)nc2c1,i,i,i,i,i,i,9,-0.3,i,i,i
O=C(Nc1cccnc1)c1cc(-c2ccc(F)cc2)on1,i,i,i,i,i,i,2,-0.4,i,i,i
Cc1cc(NC(=O)CSc2nc(-c3ccco3)cc(C(F)(F)F)n2)no1,i,i,i,i,i,i,3,0.2,i,nt,i
COc1ncccc1C(=O)N1CCC(n2nccc2NC(=O)CC(C)C)CC1,i,i,i,i,i,i,-5,0.1,i,i,i
